KLK7 zymogen act = activates the human kallikrein-7 zymogen; P49862; purified proKLK7, EDANS-DABCYL substrate fluorescence; 100% is mature enzyme control, 0% vehicle; activation, % at 7 µM; actives 0.9% (n = 370,000);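 active means activation above the mean of all tested compounds plus 3 SD, computed per campaign excluding outliers beyond control limits, cut at about 13% in these data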
Tn6 DDE FP = DD(E)-Tn6 binding inhibition, primary FP screen. P02675. Fibrin DD(E) TRITC-Tn6 fluorescence polarization displacement. inhibition, % at 8.3 µM. actives 0.21% (n = 370,000);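 active means inhibition above a per-campaign cutoff: mean of compounds within control limits plus 3 SD, cut at about 15% in these data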;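 further: 0% = median of all compound wells on the plate and 100% = blocking peptide control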
TDP2 inh = TDP2 (human) inhibition, absorbance primary screen; O95551; recombinant TDP2, T5PNP hydrolysis, p-nitrophenol absorbance 415 nm; inhibition, % at 12.8 µM; actives 0.34% (n = 370,000);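 active means inhibition above the mean of all tested compounds plus 3 SD, set per campaign, cut at about 25% in these data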;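 further: 0% = DMSO with enzyme and 100% = buffer with substrate but no TDP2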
Target sequence (O95551 whole entry, looked up): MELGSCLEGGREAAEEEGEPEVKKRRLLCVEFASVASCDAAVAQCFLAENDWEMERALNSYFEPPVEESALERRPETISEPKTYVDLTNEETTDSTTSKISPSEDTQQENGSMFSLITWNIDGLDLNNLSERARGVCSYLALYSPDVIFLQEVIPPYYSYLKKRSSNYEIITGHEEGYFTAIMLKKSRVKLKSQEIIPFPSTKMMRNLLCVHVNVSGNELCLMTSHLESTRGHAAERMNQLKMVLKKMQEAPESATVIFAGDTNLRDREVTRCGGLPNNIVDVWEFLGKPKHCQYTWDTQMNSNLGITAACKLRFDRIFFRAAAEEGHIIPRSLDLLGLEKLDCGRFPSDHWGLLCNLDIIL
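Evaluation: % inhibition relative to enzyme-containing and enzyme-free wells. Material: recombinant human TDP2. Benchmarks: enzyme-free and DMSO wells. Timing: enzyme reaction with compound for 2 h at 37 °C. Compound dosing: 12.8 µM only. Measured by: p-Nitrophenol epi absorbance. Reagent: T5PNP substrate at 5 mM, a TopII-DNA adduct mimic. Replication: single well per compound.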
ASAP1 inh = inhibitors of human ASAP1 ArfGAP activity. Q9ULH1. ASAP1-stimulated ARF1 GTP hydrolysis, GDP FP detection. inhibition, % at 16.5 µM. actives 0.19% (n = 360,000). AID 624377; in the data active means inhibition above about 25%;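 further: 0% = vehicle with enzyme and substrate and 100% = no enzyme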
PLCg1 inh = PLC-gamma1 (human) inhibition, primary screen; actives 0.84% (n = 370,000); purified PLC-gamma1, fluorogenic substrate, fluorescence; P19174; inhibition, % at 12.2 µM; AID 720700; in the data active means inhibition above about 9.5%
ARFGAP1 inhibitor = inhibitors of rat ARFGAP1; inhibition, % at 16.5 µM; Arfgap1-stimulated ARF1 GTP hydrolysis, GDP FP detection; AID 651572; actives 0.26% (n = 360,000); Q62848;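 active means inhibition above a per-plate limit, mean inhibition of low control wells plus 3 SD, cut at about 25% in these data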;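 further: 0% = DMSO wells with enzyme and 100% = wells lacking Arfgap1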
Target sequence (Q62848 1-136 limits assumed): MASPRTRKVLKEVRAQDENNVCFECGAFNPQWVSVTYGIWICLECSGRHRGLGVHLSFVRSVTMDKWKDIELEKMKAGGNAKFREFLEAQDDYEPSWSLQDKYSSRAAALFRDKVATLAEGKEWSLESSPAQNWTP
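System: truncated rat Arfgap1 GAP domain / Medium: HEPES-based buffer, pH 7.5 / Also added: N-terminally truncated human ARF1-GTP substrate / Incubation: enzyme reaction 120 min at 25 °C after 20 min preincubation / Measured by: FP of antibody-bound GDP Alexa 633 tracer, ex 620/em 688 nm / Replicates: singlicate, each compound tested once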
DDE Tn7 FP inh = inhibitors of Tn7 peptide binding to human fibrin DD(E); P02675; inhibition, % at 8.3 µM; actives 0.13% (n = 370,000); FP displacement of FITC-Tn7 peptide from fibrin DD(E); 0% = median of compound wells per plate; AID 720508;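 active means inhibition above the mean of compounds falling within the control limits plus 3 SD of them, cut at about 14% in these data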;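 further: 0% = plate median of compound wells and 100% = 10 µM Aha-Tn7 peptide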
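Test system – human fibrin DD(E) · Times – 10 min preincubation, 3 h with tracer, room temperature · Detection – fluorescence polarization of the labelled Tn7 tracer · Measure – percent inhibition normalized to high-control wells · Benchmarks – high control wells with 10 µM unlabelled Aha-Tn7 peptide (full inhibition) · Repeats – singlicate testing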
LEDGF integ inh = blocks HIV-1 LEDGF/p75-dependent DNA integration | TR-FRET IN-LEDGF/p75 DNA integration, Eu/Cy5 | inhibition, % at 3.7 µM | actives 0.64% (n = 370,000);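 active means inhibition above the screen-wide mean plus 3 SD, cut at about 13% in these data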;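 further: signal is the Cy5 over europium emission ratio at 671 and 618 nm; 0% = plate median of compound wells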
ADAM17 inh = ADAM17 inhibition, QFRET primary screen | recombinant ADAM17, EDANS/DABCYL FRET peptide cleavage | actives 0.83% (n = 370,000) | inhibition, % at 6.95 µM;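 active means inhibition above the mean of compounds lying between control limits plus 3 SD, set per campaign, cut at about 8.5% in these data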;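 further: 0% = DMSO-only wells as the low control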
ADAM10 inh = inhibits human ADAM10; O14672; recombinant ADAM10, EDANS/DABCYL FRET peptide cleavage, 3 h; inhibition, % at 7 µM; actives 0.62% (n = 370,000); AID 720582;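 active means inhibition above a per-campaign cutoff equal to the mean of compounds falling between control-based bounds plus 3 SD, cut at about 20% in these data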;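 further: 0% = DMSO wells while the 100% control is not disclosed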
Target sequence (O14672 214-748 limits assumed): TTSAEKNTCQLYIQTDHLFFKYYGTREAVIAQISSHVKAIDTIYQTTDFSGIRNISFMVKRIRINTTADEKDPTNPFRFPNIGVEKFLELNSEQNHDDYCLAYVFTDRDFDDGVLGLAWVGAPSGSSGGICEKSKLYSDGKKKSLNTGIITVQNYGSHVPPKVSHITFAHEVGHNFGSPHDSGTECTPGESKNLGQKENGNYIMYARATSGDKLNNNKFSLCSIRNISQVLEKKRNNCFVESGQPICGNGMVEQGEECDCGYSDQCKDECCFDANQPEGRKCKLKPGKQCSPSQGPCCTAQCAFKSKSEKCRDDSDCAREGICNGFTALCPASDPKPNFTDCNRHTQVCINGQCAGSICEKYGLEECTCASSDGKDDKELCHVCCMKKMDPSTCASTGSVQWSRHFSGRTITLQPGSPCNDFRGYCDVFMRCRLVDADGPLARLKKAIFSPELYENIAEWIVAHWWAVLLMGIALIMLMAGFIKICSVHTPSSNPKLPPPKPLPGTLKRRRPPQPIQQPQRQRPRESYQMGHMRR
Numbers without * were called inactive; / = no result given. The order is random (roughly 4.2% active in at least one column).

canonical_smiles	KLK7 zymogen act	Tn6 DDE FP	TDP2 inh	ASAP1 inh	PLCg1 inh	ARFGAP1 inhibitor	DDE Tn7 FP inh	LEDGF integ inh	ADAM17 inh	ADAM10 inh
CNC(=O)NC(=O)CSc1nnc(C(F)(F)F)n1C	0.8	-3	0	-14	3	3	-7	0	1	-1
COc1ccc(C(=O)NNC(=O)C(Cc2ccc(O)cc2)NC(=O)c2ccccc2NC(=O)c2ccc(OC)cc2)cc1 (centres undefined)	-1.0	-4	-8	17	-3	12	4	-2	-10	-17
COc1ccc(C(=O)NC(CC(=O)O)c2cc([N+](=O)[O-])ccc2Cl)c(SC)c1 (centres undefined)	0.2	2	-5	-8	-4	-1	-3	0	3	8
CC1CCc2c(sc(NC(=O)CN3CCN(C(=O)c4ccco4)CC3)c2C#N)C1 (centres undefined)	0.7	-4	2	9	0	-8	4	-2	0	6
Cc1c(C(=O)N2CCN(c3ccccc3F)CC2)sc2nc(-c3ccccc3)cn12	0.4	-6	13	10	1	7	1	-2	-6	3
Cc1ccc(Nc2nnc(SCC(=O)Nc3cccc(S(=O)(=O)NC4=NCCCCC4)c3)s2)c(C)c1	0.3	2	-3	6	-5	-3	-13	-3	3	-1
CCOc1cc(CNc2ccc3c(c2)OCCO3)cc(Br)c1OC	-0.6	-2	1	-16	-6	-5	0	-1	-4	-6
O=C(Nc1ccc(N2CCCC2)c(Cl)c1)c1ccc([N+](=O)[O-])cc1	0.6	3	-1	2	4	8	-6	2	2	10
CCC(C)Nc1nc(-c2ccc3c(c2)NC(=O)CO3)cs1 (centres undefined)	0.4	0	-1	-1	-8	18	1	2	-9	-10
CCn1c(=O)cc(OCC(=O)N2CCN(C(=O)c3ccco3)CC2)c2ccccc21	0.0	6	-7	-7	5	-8	-2	4	4	-2
O=C(Nc1cccc2ccccc12)N1N=CCC1c1ccccc1 (centres undefined)	-0.3	-4	6	-1	-2	-5	-3	-1	-3	-9
CC(=O)c1c(C)[nH]c(C(=O)CSc2nnc(C3CCCCC3)n2N)c1C	0.5	4	3	1	2	2	5	0	-1	5
CCOC(=O)/C=C/C(=O)N1CCN(C(=O)/C=C/C(=O)OCC)CC1	0.1	-6	2	-9	-1	-1	5	-4	-6	0
Cc1ccc(/C(CSc2nccn2-c2ncc(C(F)(F)F)cc2Cl)=N\O)cc1	0.5	-4	-10	0	5	-5	3	4	15*	11
O=C(COc1ccc2c3c(c(=O)oc2c1)CCCC3)NCc1ccccn1	0.8	4	5	6	-11	4	5	3	-44	-140

Next part:
canonical_smiles	KLK7 zymogen act	Tn6 DDE FP	TDP2 inh	ASAP1 inh	PLCg1 inh	ARFGAP1 inhibitor	DDE Tn7 FP inh	LEDGF integ inh	ADAM17 inh	ADAM10 inh
CCCC(=O)OCC(=O)Nc1ccc([N+](=O)[O-])cc1C#N	-0.3	4	4	6	0	-6	1	3	-4	6
COc1ccc(Cc2nc(C(=O)Nc3ccc(OC)cc3)cs2)cc1	0.2	0	-10	3	-6	-2	4	-1	-1	-4
Cc1ccc(S(=O)(=O)NC(=O)ON=Cc2ccc3c(c2)OCO3)cc1	0.1	1	2	-4	-1	-3	-1	-2	-4	-5
O=c1[nH]c(C2CCN(S(=O)(=O)c3ccc(S(=O)(=O)NC4CC4)cc3)CC2)nc2c1nnn2Cc1ccc(F)cc1	-0.2	4	0	3	0	-14	0	3	1	11
CS(=O)(=O)N(Cc1ccc(C(=O)NN=C2CCCC2)cc1)c1ccccc1	0.5	3	5	-8	-6	-6	8	0	0	4
CC(O)c1ccc(-n2cnnn2)cc1 (centres undefined)	-0.8	7	-8	-4	2	7	-6	0	2	3
Cn1ccnc1C(=O)c1ccc(NN)c([N+](=O)[O-])c1	-0.6	-6	4	-2	-5	1	-10	-2	4	3
CC1CC1C(=O)Nc1nc2ccc(S(C)(=O)=O)cc2s1 (centres undefined)	-0.2	4	7	11	0	8	-4	-1	1	-2
Cc1ccc(NC(=O)CS(=O)CC(=O)NC23CC4CC(CC(C4)C2)C3)cc1 (centres undefined)	0.0	0	13	-14	3	-3	-4	2	3	-4
Cc1cc(C2(O)C(=O)Nc3ccccc32)ccc1F (centres undefined)	0.1	-2	9	-13	-1	-4	4	0	-1	-5
Cc1[nH]c2ccccc2c1C(=O)CN1C(=O)C(=O)N(CCC2=CCCCC2)C1=O	-0.3	-8	-8	9	2	1	-7	-1	5	7
O=C(Cc1ccccc1)Nc1nnc(-c2cccnc2)s1	-0.5	6	1	/	-1	/	0	1	-1	1
CC(C)(C)OCC1CO1 (centres undefined)	0.0	-1	9	-13	0	2	-3	2	-4	-3
O=C1CN(C(=O)COC(=O)c2ccc(C(F)(F)F)cc2)c2ccccc2N1	-0.3	-7	4	12	-3	-17	0	3	-1	-1
CCOc1cc(N)c(Cl)cc1C(=O)NCC1CN(Cc2ccc(F)cc2)CCO1 (centres undefined)	0.3	-5	-7	4	0	5	-4	2	-2	5

Further compounds
canonical_smiles	KLK7 zymogen act	Tn6 DDE FP	TDP2 inh	ASAP1 inh	PLCg1 inh	ARFGAP1 inhibitor	DDE Tn7 FP inh	LEDGF integ inh	ADAM17 inh	ADAM10 inh
Cc1ccccc1C(=O)NC1CCCCCCC1	-0.2	2	-7	-4	3	-12	4	-3	-5	-7
CN(c1ncc(C(F)(F)F)cc1Cl)N1C(=O)c2cccc([N+](=O)[O-])c2C1=O	0.1	-3	-14	9	3	-2	0	4	3	2
CC(=O)N1CCCN(Cc2cn(-c3ccc(C)cc3)nc2-c2cccc(C)c2)CC1	0.8	-6	11	-16	-1	8	-2	-2	-2	6
Cc1cc(-c2ccc(N3C(=O)CCC3=O)c(C)c2)ccc1N1C(=O)CCC1=O	0.3	3	12	-5	4	2	-2	-3	-3	5
CC1CCCCN1C(=O)CSc1nnc2ccccn12 (centres undefined)	0.8	2	-2	-3	-8	-11	-5	3	-4	-11
CCOc1ccc2nc(NC(=O)COC)sc2c1	-0.4	-1	-11	1	5	-9	6	-5	0	7
O=C(CSc1nc2c([nH]c3ccccc32)c(=O)n1-c1ccc(F)cc1)NCc1ccco1	0.3	4	8	7	-6	-5	-4	3	-42	-145
COc1ccc(Cc2c(-c3ccc(F)cc3)nc3c(C)cc(Br)cn23)c(C)c1	-0.6	-8	6	2	-10	-8	1	4	-2	-7
CC1=CC2(C)C(C3C(C)=CC2(C)C(=O)C3(C)O)C(C)(O)C1=O (centres undefined)	0.7	-1	-5	2	1	20	-2	-1	0	4
Cc1ccc(-c2cc(C(=O)N/N=C/C=C/c3ccccc3)n[nH]2)o1	-0.1	-3	5	9	-1	1	-1	3	-2	-4
COc1cc(-n2c(C)cc(O)cc2=O)ccc1Cl	-0.1	3	-2	4	-6	1	-6	0	-1	2
COCC(=O)N(CCN(C)C)Cc1cc2cc3c(cc2nc1Cl)OCO3	0.3	1	7	-6	-1	-2	-1	2	-4	-10
O=C(O)C1CC(=O)N(c2ccc(OCc3c(F)cccc3Cl)cc2)C1 (centres undefined)	-0.3	-1	-4	4	-5	6	-1	-1	0	6
Cc1ccccc1N1CCN(C2CCCN(C(=O)c3ccnn3C)C2)CC1 (centres undefined)	-0.4	12	-13	6	-2	13	6	-1	-1	8
Cc1ccc(S(=O)(=O)NC(=O)c2ccc(Br)o2)cc1	0.0	-2	-1	-4	-4	5	-2	-5	-1	4

Next part.
canonical_smiles	KLK7 zymogen act	Tn6 DDE FP	TDP2 inh	ASAP1 inh	PLCg1 inh	ARFGAP1 inhibitor	DDE Tn7 FP inh	LEDGF integ inh	ADAM17 inh	ADAM10 inh
COCCCN1C(=O)c2ccc(C(=O)Nc3ccc(OC)cc3)cc2C1=O	-0.7	5	7	6	0	-2	-5	2	-2	-10
COc1cccc(NC(=O)c2cc(OC)c(OC)c(OC)c2Br)c1	-0.7	-5	11	1	0	5	-1	14*	-1	3
Cc1ccc(-n2nnnc2-c2cnc3ccc(Cl)cc3c2-c2ccccc2)cc1	0.0	4	-15	4	7	-7	8	1	7	1
Cc1cc(C)c2c(c1)c1nnc(SCCN3CCOCC3)nc1n2C	0.0	13	-11	0	1	-8	-2	1	-5	0
c1ccc2[nH]c(N3CCOCC3)nc2c1	-0.2	2	0	2	1	7	-7	-3	-3	-5
O=c1cc(CN2CCN(c3ccccc3)CC2)c2c(ccc3ccccc32)o1	0.5	-6	-2	1	-5	3	-3	3	-11	-21
Cc1ccc(-n2nc3ccc(NC(=O)c4ccc5c(c4)OCO5)cc3n2)cc1	0.1	-11	-25	13	-14	16	-7	6	2	-6
COc1cccc(/C=N/NC(=O)c2[nH]nc3c2CCc2ccccc2-3)c1	0.8	-3	-1	-22	-1	-1	-3	-1	3	-7
Cc1cc(OCc2cn(CC(=O)c3ccc(O)cc3)nn2)ccc1[N+](=O)[O-]	-0.8	-2	2	-1	0	15	-9	-3	4	-1
CC1(C)Cc2c(C#N)c(N3CCN(C(=O)c4ccco4)CC3)nc(Cc3ccccc3)c2CO1	-1.5	-6	2	-3	-8	8	1	-1	-10	-22
Cn1c2c(c(=O)n(C)c1=O)C(c1ccc(Br)cc1)C(C#N)=C(N)N2 (centres undefined)	0.2	0	6	8	0	-18	6	2	-5	-10
O=C(Nc1cccc(C(F)(F)F)c1)c1cnc2n(c1=O)CCS2	0.1	-1	0	-10	0	3	-1	0	-1	-18
N#Cc1ccc(OCCN2CCc3ccccc3C2)cc1	0.9	-4	9	2	2	-15	-4	-2	-3	-4
O=C(CCSc1nnc(-c2ccncc2)o1)Nc1ccc(F)cc1	0.4	4	5	3	-2	7	1	-2	-5	-2
Cc1cc(OCC(=O)NCc2cccnc2)ccc1[N+](=O)[O-]	-0.1	-2	10	-1	1	-1	1	-1	-4	-2

Next records follow:
canonical_smiles	KLK7 zymogen act	Tn6 DDE FP	TDP2 inh	ASAP1 inh	PLCg1 inh	ARFGAP1 inhibitor	DDE Tn7 FP inh	LEDGF integ inh	ADAM17 inh	ADAM10 inh
COc1ccc(-n2c(=S)[nH]c3cc(C(=O)N4CCN(c5ccccc5)CC4)ccc3c2=O)c(OC)c1	0.0	-3	-4	14	0	9	9	-1	-2	2
CCc1nc2oc3ccccc3c(=O)c2c(=O)n1Cc1ccccc1	0.8	-1	-11	-2	3	8	-7	2	0	-13
COCC(=O)Nc1cc(C)cn(Cc2c(F)cccc2Cl)c1=O	0.1	-6	5	-4	0	-1	6	-1	0	2
Cc1c(C(=O)NCc2cccnc2)oc2ccc(S(=O)(=O)N3CCCCCC3)cc12	-0.2	-12	0	-8	3	8	1	-1	-1	-10

Screens as filed in PubChem BioAssay.
